Assay outcomes deposited in PubChem BioAssay by Sanford-Burnham Center for Chemical Genomics.
Hsp70 displacement = Hsp70 inhibitors, probe displacement, primary screen, biochemical, fluorescence polarization (AID 583) | Heat shock 70 kDa protein 1A (Homo sapiens) | Hsp70 fluorescence polarization probe displacement, mP; higher % means a stronger effect | displacement, % at 20 µM, or IC50 in µM where a hit was titrated | 140,000 compounds, 0.06% hits; in the data active means displacement above about 50%;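 further: plate controls were vehicle for no effect and reference ligand for full effect; a part of the inactive calls stands beside numbers as strong as those of hits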
Rat MKP-3 inhibitors = MKP-3 phosphatase inhibitors, primary screen, biochemical, rat enzyme, in vitro (AID 425) | Dual specificity protein phosphatase 6 (Rattus norvegicus) | 110,000 compounds, 0.17% hits | recombinant MKP-3 phosphatase activity, fluorescence; higher % means a stronger effect | inhibition, % at 20 µM; hits with a dose series show IC50 in µM; in the data active means inhibition above about 50%;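 further: plate controls were vehicle for no effect and reference inhibitor for full effect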
* hit, by the source's call; nt = not tested or not shown; & = joins results of further samples. Only part of the results is shown (hit frequency here may not be typical).

Preview:
Hsp70 displacement	Rat MKP-3 inhibitors	Molecule
3.9%	-2.5%	Cc1c(C(=O)N2CCOCC2)[nH]c2c1C(=O)CC(c1ccccc1Cl)C2 (configuration not stated)
-3.6%	-1.8%	Fc1ccc(-c2nnc(CN3CCN(c4ncc(C(F)(F)F)cc4Cl)CC3)o2)cc1
-2.6%	-2.0%	CC(C)CNC(=O)COC(=O)c1cc(S(=O)(=O)N2CCCCC2)ccc1N1CCOCC1
-4.9%	1.1%	CC(=O)c1cccc(NC(=O)CC2Oc3ccc(C)cc3NC2=O)c1 (configuration not stated)
5.2%	nt	CC(=O)c1ccc(CCCCCCCCCC(=O)O)s1
-1.6%	-1.9%	COc1ccc(NC2=C(Cl)C(=O)N(c3cccc(C)c3C)C2=O)cc1
5.0%	nt	Cc1nc2ccccc2n1CCc1nc2c3ccccc3nc(=S)n2[nH]1
-3.0%&-0.5%	-6.2%&-2.1%	CCOC(=O)C1=C(O)CSC1=Nc1cccc(Cl)c1
-0.9%	-0.2%	COc1cccc(Nc2nc(-c3ccc(S(=O)(=O)N4CCOCC4)cc3)cs2)c1
nt	-2.7%	O=c1c(N2CCCCC2)coc2ccccc12
4.6%	1.5%	CC(C)c1ccc(NC(=O)c2cccc(F)c2)cc1
4.3%&-3.5%	-5.4%&2.6%	COC(=O)c1ccc(C2C(C(=O)OC(C)C)=C(C)N=C3SCCC(=O)N32)cc1 (configuration not stated)
-3.1%	2.1%	C=C(C)CSc1nc(N)c2c3c(sc2n1)COC(C)(CC)C3 (configuration not stated)

This part in full, from the first entry:
Hsp70 displacement	Rat MKP-3 inhibitors	Molecule
3.9%	-2.5%	Cc1c(C(=O)N2CCOCC2)[nH]c2c1C(=O)CC(c1ccccc1Cl)C2 (configuration not stated)
-3.6%	-1.8%	Fc1ccc(-c2nnc(CN3CCN(c4ncc(C(F)(F)F)cc4Cl)CC3)o2)cc1
-2.6%	-2.0%	CC(C)CNC(=O)COC(=O)c1cc(S(=O)(=O)N2CCCCC2)ccc1N1CCOCC1
-4.9%	1.1%	CC(=O)c1cccc(NC(=O)CC2Oc3ccc(C)cc3NC2=O)c1 (configuration not stated)
5.2%	nt	CC(=O)c1ccc(CCCCCCCCCC(=O)O)s1
-1.6%	-1.9%	COc1ccc(NC2=C(Cl)C(=O)N(c3cccc(C)c3C)C2=O)cc1
5.0%	nt	Cc1nc2ccccc2n1CCc1nc2c3ccccc3nc(=S)n2[nH]1
-3.0%&-0.5%	-6.2%&-2.1%	CCOC(=O)C1=C(O)CSC1=Nc1cccc(Cl)c1
-0.9%	-0.2%	COc1cccc(Nc2nc(-c3ccc(S(=O)(=O)N4CCOCC4)cc3)cs2)c1
nt	-2.7%	O=c1c(N2CCCCC2)coc2ccccc12
4.6%	1.5%	CC(C)c1ccc(NC(=O)c2cccc(F)c2)cc1
4.3%&-3.5%	-5.4%&2.6%	COC(=O)c1ccc(C2C(C(=O)OC(C)C)=C(C)N=C3SCCC(=O)N32)cc1 (configuration not stated)
-3.1%	2.1%	C=C(C)CSc1nc(N)c2c3c(sc2n1)COC(C)(CC)C3 (configuration not stated)
1.8%	nt	CCc1ccc2[nH]c(=O)c(CN(Cc3ccc(F)cc3)C(c3nnnn3CCN3CCOCC3)C(C)C)cc2c1 (configuration not stated)
-4.1%	-3.4%	COc1cc(NS(=O)(=O)c2ccc(C)cc2)ccc1-n1cnnn1
-0.3%	-2.8%	CN(C)CCCOC(=O)CCc1ccccc1
0.5%	1.4%	c1ccc(C(Sc2nc3ccccc3[nH]2)c2ccccc2)cc1
1.4%	-3.8%	Cc1ccc(-n2nc3ccc(NC(=O)COc4ccccc4[N+](=O)[O-])cc3n2)cc1Cl
33.5%	7.5%	CCOc1ccc(-c2nc3n(c(=O)c2C#N)CCCS3)cc1
-0.2%	-7.2%	CC(=O)Nc1ccc(C)cc1NC(C)=O
2.9%	-20.1%	O=C(Nc1ccon1)c1ccc2c(c1)OCO2
0.2%	3.6%	COc1ccc(/C=N/NC(=O)c2cc(-c3ccc(Cl)cc3)n[nH]2)cc1
-0.1%	0.0%	CC1CN=C(NC(=S)Nc2ccccc2)S1 (configuration not stated)
-2.5%	4.2%	COc1ccccc1N1C(=O)S/C(=C\c2ccccc2Cl)C1=O
-3.2%	1.3%	Cc1cc2c(cc1C)NC(c1ccsc1)C1=C(CC(C)(C)CC1=O)N2 (configuration not stated)
10.3%	-9.4%	CCOCCCNc1nc2c(c(=O)[nH]c(=O)n2C)n1CCCc1ccccc1
-1.1%	4.4%	CC(c1nnc(SCC(=O)NC(=O)NCc2ccco2)n1-c1ccc(Cl)cc1)N(C)C (configuration not stated)
-2.9%	-0.2%	O=C1C(=O)N(Cc2cccnc2)C(c2ccccn2)/C1=C(/O)c1ccc(Br)cc1 (configuration not stated)
-0.2%	-4.4%	CCCN(CCC)c1ccc(/C=N/NC(=O)c2ccc(F)cc2)cc1
1.5%	2.6%	CCOc1ccc(N/C(=N\S(=O)(=O)c2ccc(NC(C)=O)cc2)Nc2nc(C)cc(C)n2)cc1
-0.2%	nt	CCSc1nc(N2CCOCC2)c2c(c1C#N)CC(C)(C)N(C)C2
-6.7%	2.8%	CCOc1cc(OCC)cc(C(=O)Nc2cc(C)ccc2C)c1
4.2%	nt	CCCC(=O)NCCc1cc2cc(C)c(C)cc2[nH]c1=O
-2.9%	4.0%	COc1cccc(CN2CCN(S(=O)(=O)c3ccc(Cl)cc3)CC2)c1
0.8%	nt	O=C(CCC1CC(=O)Nc2ccccc21)NCc1ccccc1 (configuration not stated)
5.2%	6.9%	COc1ccc(Cl)cc1NC(=O)CCn1cnc2ccccc2c1=O
6.7%	-0.4%	CCOC(=O)c1c(NC(=O)C(C)(C)C)sc2c1CCC2
-0.3%	-0.7%	CC1(C)CC(C)(c2ccc([N+](=O)[O-])cc2)c2cc([N+](=O)[O-])ccc21 (configuration not stated)
-1.3%&8.1%	0.6%&-2.0%	Cc1ccccc1OCC(=O)Nc1cccc(NC(=O)c2ccco2)c1
-3.2%	-5.3%	CC1(C)CC(=O)C(CC2=C(O)CC(C)(C)CC2=O)=C(O)C1
-12.8%	2.4%	O=[N+]([O-])c1ccc(N2N=C(c3ccccc3)CC2c2ccccc2O)cc1 (configuration not stated)
-2.5%	0.2%	CCCC(c1nnnn1CCc1ccccc1)N1CCN(C(=O)c2ccco2)CC1 (configuration not stated)
3.3%	nt	O=C(CSc1nccc(=O)[nH]1)N1CCc2ccccc2C1
2.6%	0.5%	Cc1nnc(N/N=C/c2cccc(F)c2)[nH]c1=O
-3.0%	nt	Cc1ccc(C2Oc3ccccc3C3=C2C(c2cccs2)n2ncnc2N3)cc1 (configuration not stated)
0.4%	7.6%	O=C1OC2(c3ccccc3)C3CCCC2C13
72.2%	-3.3%	Cn1c(=O)c(N2CCCCC2)c2c3c(cccc31)C(=O)c1ccccc1-2
-0.4%	2.5%	COc1ccc(/C=C2\C(=O)NC(=O)N(c3cccc(Br)c3)C2=O)c(C)c1
-4.9%	-2.5%	CCOC(=O)N1CCN(C(=O)c2ccc(CN(c3ccccc3)S(C)(=O)=O)cc2)CC1
nt	18.9µM*	Cc1ccc(-n2c(=O)c3cc4c(=O)n(-c5ccc(C)c(C)c5)c(=O)c4c(C(=O)c4ccc(C(=O)O)cc4)c3c2=O)cc1C

The listing continues.
Hsp70 displacement	Rat MKP-3 inhibitors	Molecule
3.4%	1.6%	c1ccc(C(c2nnnn2Cc2ccco2)N2CCN(C3CCCC3)CC2)cc1 (configuration not stated)
3.9%	nt	COc1ccc(N(CC(=O)NCc2ccco2)S(C)(=O)=O)cc1OC
3.6%	-1.6%	CCOC(=O)c1c(NC(=O)/C=C\C(=O)O)sc(C(=O)Nc2ccccc2)c1C
-5.4%	-14.5%	O=C(NCC(F)(F)F)Nc1cccnc1
-3.4%	5.6%	Cc1noc(NS(=O)(=O)c2ccc(NC(=O)COc3ccc(Cl)cc3Cl)cc2)c1C
nt	-7.5%	Cc1cc(NC(=O)CSc2nc3ccccc3c(=O)n2C2CCCC2)no1
2.5%	-2.5%	NC(=O)c1ccc(N=Cc2ccccc2OCc2ccccc2)cc1
0.5%	2.3%	COc1ccc(-c2cc(C(=O)Nc3c(C)nn(Cc4ccccc4Cl)c3C)no2)cc1OC
-0.3%&-3.0%	-11.7%&3.6%	Cc1onc(-c2ccccc2Cl)c1C(=O)Nc1ccccc1C(N)=O
-1.9%	1.0%	CCN=C(Nc1ccc2c(c1)OCO2)SC1CC(=O)N(c2ccc(Br)cc2)C1=O (configuration not stated)
1.0%	1.3%	Oc1ccc(Cl)cc1/C=N/c1c(-c2ccco2)nc2cc(Cl)ccn12
1.9%	1.8%	COc1ccccc1C/C(N)=N/OC(=O)Cc1ccc(Cl)cc1
3.3%	13.4%	CCOc1ccccc1C(=O)Nc1sc(C)c(C)c1C#N
2.5%	nt	COc1ccc2cc(CN(CC3CCCO3)S(=O)(=O)c3ccccc3Cl)c(=O)[nH]c2c1 (configuration not stated)
1.7%	-0.8%	O=C(Nc1c[nH]c(=O)[nH]c1=O)c1ccccc1F
-3.0%	2.1%	CCOc1ccc(C(=O)Nc2ccccc2OC)cc1[N+](=O)[O-]
-6.9%	-5.5%	CN(C)CCNc1oc(COc2ccc(-c3ccccc3)cc2)nc1C#N
6.2%	-10.3%	CN1CCN(c2c3c(c(C#N)c4nc5ccccc5n24)CCCC3)CC1
4.1%	-4.4%	CCOc1ccc(N2C(=O)C3CCCN3C2=O)cc1 (configuration not stated)
1.3%	-1.4%	CCC(=O)Oc1cc2oc(=O)c(CC)c(C)c2cc1CC
-3.6%	3.8%	O=C(/C=C/c1ccc(Cl)cc1)Nc1ccc(OC(F)(F)F)cc1
0.0%	3.8%	CC1=CCC(COC(=O)Nc2ccccc2)CC1 (configuration not stated)
1.2%	-1.9%	COc1ccc(N2C(=O)/C(=C/c3ccc(OC(=O)C45CC6CC(CC(C6)C4)C5)c(OC)c3)SC2=S)cc1
0.4%	-4.2%	CN(C(=O)c1cc2nc(-c3ccco3)cc(C(F)(F)F)n2n1)C1CCCCC1
0.9%	3.2%	CCC(=O)N1c2ccc(S(=O)(=O)CCC(=O)NCc3ccc4c(c3)OCO4)cc2CC1C (configuration not stated)
1.0%	1.7%	COC(=O)CCC(NC(=O)c1cc(-c2ccc3c(c2)OCCO3)oc1C)C(=O)OC (configuration not stated)
-0.2%	2.5%	CCOC(=O)C1=C(C)N(c2ccc(OCC)cc2)C(=O)/C1=C\c1ccco1
-1.3%	-0.3%	CCOc1ccc2nc(C(C)O)[nH]c2c1 (configuration not stated)
1.9%	-11.4%	Cc1ccc(C2C(C(=O)c3sc(C)nc3C)=C(O)C(=O)N2CCCN(C)C)o1 (configuration not stated)
2.8%	-1.1%	O=C(O)CCc1ccc(-c2cccs2)n1CCC(=O)O
10.8%	nt	Cc1ccc(CNC(=O)c2ccc3c(=O)n(CCCN4CCCC4=O)c(=S)[nH]c3c2)cc1
-3.3%	-8.8%	Cc1cccc(N2C(=O)SC(N(CC(=O)O)c3cccc(C)c3)C2=O)c1 (configuration not stated)
-1.1%	-1.2%	NC(=O)CN1CCN(c2ccccc2F)CC1
-2.4%	nt	COc1ccc(OCc2ccc(C(=O)N3CCOCC3)cc2)cc1
3.4%	-3.1%	O=C1/C(=C\c2ccccc2OS(=O)(=O)c2ccccc2[N+](=O)[O-])SC(=S)N1Cc1ccccc1
1.6%	-5.3%	Cc1cc(O)c(-c2n[nH]c3c2C(c2cccc(O)c2)N(Cc2cccnc2)C3=O)cc1Cl (configuration not stated)
-4.3%	4.4%	COc1ccccc1C(=O)N1CCN(c2ccc(F)cc2)CC1
-2.4%	0.4%	COc1cc(CNCc2ccccc2[N+](=O)[O-])cc(OC)c1
-3.5%	5.3%	O=c1c2ccccc2n(Cc2ccc(F)cc2)c(=O)n1C1CCCC1
1.1%	-2.9%	CCn1c(SCC(=O)OCC(=O)N2c3ccccc3NC(=O)C2(C)C)nnc1-c1ccco1
-5.2%	4.8%	Clc1ccc(N=Cc2cccc(OCc3ccccc3)c2)cc1Cl
2.5%	-6.0%	Cc1c(S(=O)(=O)N2CCc3ccccc3C2)c(=O)n(C)c(=O)n1C
-0.4%	0.6%	O=C(CSCC(=O)c1ccc(F)cc1)Nc1ccc2ccccc2c1
-5.5%	5.9%	CCc1ccc(NC(=O)CSc2ccccn2)cc1
0.8%	-1.6%	CC(C)(C)NS(=O)(=O)c1ccc(CCC(=O)N2CCOCC2)cc1
4.3%	-3.9%	CCOC(=O)CSC1=C(C#N)C(C)C2=C(CCCC2=O)N1 (configuration not stated)
-2.5%	4.4%	COc1ccc2c(c1OC)C(=O)N(c1cccc(/C=C/C(=O)O)c1)C2
-0.9%	nt	O/N=C/c1cn(-c2ccccc2)nc1-c1ccc2c(c1)OCCO2
1.7%	nt	CCCCC(=O)NCCc1ccc(OC)cc1
5.3%	nt	CCOC(=O)c1c(C)[nH]c(C(=O)COC(=O)CN2C(=O)C3CCCCC3C2=O)c1C (configuration not stated)

Going on with the list.
Hsp70 displacement	Rat MKP-3 inhibitors	Molecule
1.4%	6.1%	Cc1nn(C)c(C)c1S(=O)(=O)N1CCC(C(=O)NCCC2=CCCCC2)CC1
4.4%	-7.3%	COc1ccc(-c2nn(-c3ccccc3)cc2/C=N/n2cnnc2)cc1OC
-1.2%	5.9%	CCOc1ccc(-c2csc(N)c2C(=O)OC)cc1
3.4%	-1.2%	COc1ccc(CNC(=O)COc2cc(C)c(Cl)c(C)c2)cc1
4.1%	nt	Cc1cc(C(=O)NCC(=O)O)c(C)o1
-2.4%	-0.4%	CCn1c(SC)nc2sc3c(c2c1=O)CCCC3
1.5%	nt	O=C1Cc2ccccc2C(c2ccc(Br)cc2)N1 (configuration not stated)
-0.6%	-14.4%	Cn1ncc2c(NCc3ccccc3)ncnc21
-3.3%	5.5%	CCC(=O)Nc1ccc2c(c1)N(C(C)=O)c1ccccc1CC2
